Compound activity as filed in PubChem BioAssay.
eIF2B yeast act = eIF2B (yeast) activity modulation. S. cerevisiae eIF2B-epsilon R284H, GCN4-lacZ luminescence. inhibition, % at 25 µM (by protocol). 27,000 tested, 0.91% active. AID 688;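 active means mutant luminescence inhibited past about 50% while wild type luminescence and mutant growth stay under set limits, limit read from the data; inconclusive means mutant versus wild type luminescence inhibition gap past a set limit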; further: some compounds called inactive have numbers as strong as hits
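System: Yeast eIF2B-epsilon R284H mutant carrying GCN4–beta-galactosidase fusion | Read-out basis: Percent inhibition, luminescence and growth | Compound: 25 µM single dose | Times: 16 h at 30 °C exposure | Measured by: Luminescence and A595 | Buffer or medium: YPD medium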
Yeast growth tox = Compounds toxic to wild-type S. cerevisiae growth | A595 turbidity, 16 h | growth inhibition, % at 25 µM (by protocol) | 30,000 tested, 0.3% active | AID 685;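 active means mutant and wild-type yeast strains alike exhibit over 30% growth inhibition; inconclusive means a strain exceeds 50% while the second remains under 30%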;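 further: 0% = untreated cell controls and 100% = YPD media blanks without cells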
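Incubation: 16 h growth with compound, 30 °C; Material: S. cerevisiae wild-type or eIF2Bepsilon-R284H mutant strain; Signal: turbidity measured as absorbance at 595 nm; Medium: YPD yeast growth medium; Measure: growth inhibition (%) versus cell controls and blanks; Doses: 25 µM single dose.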
Yeast growth tox inhibition % = further read-out of Yeast growth tox, marked with its call; growth inhibition, %; S. cerevisiae eIF2Bepsilon-R284H mutant growth, A595 turbidity, 16 h;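 each compound tested once at 25 µM; 0% equals untreated cells and 100% equals cell-free medium blanks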
eIF2B yeast act mutant toxicity = further read-out of eIF2B yeast act, marked with its call; growth inhibition, %; measured here: mutant yeast growth, toxicity;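 each compound tested once at 25 µM; zero equals untreated control growth and 100 equals blank medium absorbance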
Starred values were filed as active, the others as inactive; ? = inconclusive; / = no result given. Not all compounds are listed (hit frequency here may not be typical).

Under each structure – eIF2B yeast act | Yeast growth tox | eIF2B yeast act mutant toxicity | Yeast growth tox inhibition %
Cc1ccc(N2C(=O)CS/C2=C(\C(Cl)=C(Cl)Cl)[N+](=O)[O-])cc1
 : 17 | 25 | 21 | 21
CCCCC(=O)Nc1ccc(Br)cn1
 : 11 | 32 | 26 | 26
O=C(CSc1nnc2scc(-c3ccccc3)n12)Nc1ccc2c(c1)OCCO2
 : 27 | 8 | 3 | 3
CCOC(=O)CSc1nc2cc3c(cc2cc1C#N)OCO3
 : 4 | -2 | 5 | 5
COc1ccc2[nH]c3c(=O)n(Cc4ccco4)cnc3c2c1
 : -7 | / | / | /
COc1cccc(-c2nc(NCc3ccco3)c3ccccc3n2)c1O
 : 22 | 12 | -71 | -71
COc1cccc(C(=O)CSc2nnc(-c3cc(OC)c(OC)c(OC)c3)o2)c1
 : -1 | 22 | 5 | 5
COc1cccc(CNC(=O)C2CCN(S(=O)(=O)c3cnc[nH]3)CC2)c1
 : 15 | 9 | 7 | 7
CSc1ncccc1C(=O)NCc1ccc(C)cc1
 : / | -4 | / | 13
c1ccc(CN2CCC3(CC2)Nc2ccccc2CO3)cc1
 : 0 | -3 | -19 | -19
Cc1occc1C(=O)NCCCCNC(=O)c1ccoc1C
 : 26 | -14 | -19 | -19
Cn1c(Cn2nnc3ccccc32)nnc1SCC(=O)Nc1ccc2c(c1)OCO2
 : 16 | 17 | -10 | -10
COc1cccc(CN2C(=O)N(C(C)C)C(N(O)C(=O)NC(C)C)C2(C)C)c1OC (configuration not stated)
 : / | 11 | / | 18
CCN(Cc1ccccc1)C(c1ccc(C)cc1)c1nnnn1C(C)(C)C (configuration not stated)
 : 27 | 4 | 3 | 3
CCOC(=O)c1cc2c(C(F)(F)F)cc(-c3cccnc3)nc2o1
 : 16 | -8 | -16 | -16
CCOC(=O)c1[nH]c(C)c(C(=O)N2CCN(C(=O)c3ccco3)CC2)c1C
 : 6 | 0 | -23 | -23
CCOC(=O)CN(C(=O)CSc1nnc(-c2ccc(OC)c(OC)c2)o1)c1ccccc1
 : -27 | 3 | 16 | 16
Cc1cccc(NC(=O)CSc2nnc(Cn3nnc(-c4ccccc4)n3)n2-c2ccccc2)c1
 : -19 | -10 | -19 | -19
Cc1c(Cl)cccc1N=c1c([N+](=O)[O-])nn(-c2ccccc2)n1O
 : -17 | -26 | -10 | -10
CN(CC(=O)NCc1ccc(F)cc1)S(=O)(=O)c1cccc2nsnc12
 : 7 | 8 | 7 | 7
O=C(C1CCCCC1)N1CCCC(c2nc(-c3ccc(F)cc3)no2)C1 (configuration not stated)
 : 16 | 11 | -7 | -7
NC(=O)C1CCN(C(=O)c2cnn(-c3ccccc3)c2NC(=O)c2ccco2)CC1
 : 3 | 9 | 11 | 11
COc1ccc(S(=O)(=O)N2CCCC(C(=O)Nc3cccc(C(C)=O)c3)C2)cc1 (configuration not stated)
 : 43 | 2 | / | 0
Cc1ccc(OCCCC(=O)Nc2ccc(N3CCOCC3)cc2)cc1
 : 26 | 13 | -14 | -14
COCCNC(=O)C(c1ccc(C)cc1)N(C(=O)CCC(=O)Nc1ccccn1)C1CCCC1 (configuration not stated)
 : 18 | 13 | 10 | 10
Cc1cccc(NC(=O)CCN2C(=O)C3C4C=CC(C4)C3C2=O)c1 (configuration not stated)
 : 22 | 8 | 25 | 25
Cc1ccc(N2C(=O)CC(Sc3ncn[nH]3)C2=O)cc1C (configuration not stated)
 : 8 | ? | 52 | /
Cc1ccc(C)n1CCN1CCN(CC(=O)Nc2cc(C(F)(F)F)ccc2Cl)CC1
 : 9 | 3 | -3 | -3
Cn1c(=O)[nH]c(=O)c2c1nc(CN1CCOCC1)n2CCCO
 : -9 | -1 | -10 | -10
Cc1cccc(S(=O)(=O)NCCC(=O)OC(C)C(=O)NC(=O)NC2CCCCC2)c1 (configuration not stated)
 : 33 | 4 | -13 | -13
COc1ccc(OCC(=O)Nc2ccc(S(=O)(=O)N3CCCCCC3)cc2)cc1
 : 2 | -18 | -4 | -4
COc1ccc2nc(SCC(=O)N3CCNC3=O)[nH]c2c1
 : 25 | -17 | -18 | -18
CCC(C)NCC(O)COCc1ccc(Cl)cc1 (configuration not stated)
 : 4 | 8 | / | 0
CCCC1C2C(=O)N(c3ccccc3OCC)C(=O)C2ON1c1ccccc1 (configuration not stated)
 : / | -2 | / | 4
COc1ccc(C(=O)Cn2nnc(-c3ccccc3NC(=O)C3CCCCC3)n2)cc1
 : 13 | 7 | 14 | 14
O=C(O)CC(C(=O)O)n1nc(-c2ccccc2)cc1-c1ccccc1 (configuration not stated)
 : 18 | 5 | / | 0
CCOc1ccccc1N(CC(=O)OC)S(=O)(=O)c1ccccc1
 : 3 | -20 | 5 | 5
COc1ccc(CCNC(=O)CSCc2n[nH]c(=O)[nH]2)cc1OC
 : / | -8 | / | 14
Cc1cc(F)c(F)c(C(=O)N2CCOCC2)c1
 : 5 | 6 | 15 | 15
Cc1ccc2cc(C#N)c(N3CCN(C)CC3)nc2c1
 : -5 | 7 | -2 | -2
Cc1cc(C)nc(NC2=NCC(=O)N2c2cccc(Cl)c2)n1
 : 19 | / | / | /
O=C(CC(c1ccccc1)c1ccccc1O)NCCN1CCOCC1 (configuration not stated)
 : 35 | -15 | -14 | -14
COc1ccc(CCN2C(=O)C3C4CC(C5C(C(=O)NN)=NOC45)C3C2=O)cc1OC (configuration not stated)
 : 29 | 7 | 16 | 16
O=C(c1ccccc1)N1CCN(Cc2c[nH]c3ccccc23)CC1
 : 30 | / | / | /
CC(=O)c1cccc(NC(=O)N2CCCC2C(=O)Nc2c(C)cccc2C)c1 (configuration not stated)
 : / | -5 | / | 11
O=C(OCC(=O)N1CCN(c2ccccc2)CC1)c1ccccn1
 : 30 | 0 | -2 | -2
O=S(=O)(Nc1nccs1)c1ccc(Cl)cc1
 : / | 12 | / | 20
CCOc1ccc2nc(NC(=O)CN3CCC(n4nnc5cc(C(F)(F)F)ccc54)CC3)sc2c1
 : 7 | -8 | -5 | -5
CC(=O)COc1ccc2c3c(c(=O)oc2c1)CCCC3
 : 6 | 28 | 8 | 8
COc1ccc(OC)c(N2C(=O)[C@@H]3C(c4ccccc4Cl)=NO[C@@H]3C2=O)c1
 : -17 | 8 | / | 0
Cc1c(NC(=O)c2cccc(S(=O)(=O)N3CCOCC3)c2)c(=O)n(-c2ccccc2)n1C
 : 26 | 24 | / | 0
CCOC(=O)c1ccc(NS(C)(=O)=O)cc1
 : 22 | 1 | -2 | -2
O=S(=O)(Nc1ccc2nc(-c3ccc(Br)o3)[nH]c2c1)c1ccccc1
 : 16 | 16 | 10 | 10
Nc1nonc1C(=O)OCC(=O)N1CCOCC1
 : -4 | 2 | -4 | -4
NC(=O)c1nsc(C(=O)N(CC(=O)NCc2ccco2)c2ccccc2F)c1N
 : 24 | -7 | 4 | 4
COc1ccc(-n2c(SCC(=O)OC(C)C)nnc2-c2ccccn2)cc1
 : 1 | 7 | -12 | -12
CC(C)Oc1ccc(-c2nn(-c3ccccc3)cc2/C=c2\sc3ncnn3c2=O)cc1
 : -17 | 1 | -17 | -17
C=CCOc1c(CNc2nccs2)cccc1OCC
 : 21 | 12 | 9 | 9
CCOC(=O)c1[nH]c2ccc(Cl)cc2c1-c1ccccc1
 : 29 | -56 | -10 | -10
CC(C)(C)C(=O)Nc1ccccc1C(=O)Nc1ccncc1
 : 25 | 12 | -4 | -4

Only Yeast growth tox inhibition %, for some of the entries so far:
SMILES | Yeast growth tox inhibition %
CC(C)(C)C(=O)Nc1ccccc1C(=O)Nc1ccncc1 | -4
CCOc1ccc2nc(NC(=O)CN3CCC(n4nnc5cc(C(F)(F)F)ccc54)CC3)sc2c1 | -5

Continuation.
Under each structure – eIF2B yeast act | Yeast growth tox | eIF2B yeast act mutant toxicity | Yeast growth tox inhibition %
O=S(=O)(c1ccc(F)c2ccccc12)N1CCCCC1
 : 29 | 34 | 9 | 9
CC(C)(CNC(=O)c1cc(=O)[nH]c2ccccc12)N1CCOCC1
 : 1 | -1 | -24 | -24
O=C(CN1C2=NCCCN2c2ccccc21)c1ccc2c(c1)OCO2
 : -3 | 26 | 7 | 7
Cc1ccc(Cn2nnc3c(=O)n(CC(=O)NCc4ccc5c(c4)OCO5)cnc32)cc1
 : 26 | -17 | -12 | -12
CC(C)OC(=O)c1c2nc3ccccc3nc2n2c1[nH]c(=O)c1ccccc12
 : -13 | -8 | -4 | -4
CC1(C)CC(NCc2ccc3c(c2)OCO3)CCO1 (configuration not stated)
 : -8 | -4 | -5 | -5
O=C1CSC(c2ccc(Cl)cc2)N1C1CCCCC1 (configuration not stated)
 : 29 | 13 | -29 | -29
COc1ccc(NC(=O)C2C3C=CC(C3)C2C(=O)NCc2ccccn2)c(OC)c1 (configuration not stated)
 : -5 | -8 | 4 | 4
O=C(NC(Cc1c[nH]c2ccccc12)C(=O)O)c1ccco1 (configuration not stated)
 : / | 12 | / | 8
CCCCOC(=O)n1c(=S)oc2cc(Cl)ccc21
 : 10 | -14 | 10 | 10
CCOc1cc(S(=O)(=O)N2CCCCC2)ccc1F
 : 3 | 16 | 22 | 22
CCn1c(SCC(=O)Nc2oc(-c3ccccc3)c(-c3ccccc3)c2C#N)nnc1-c1cc(OC)cc(OC)c1
 : / | -8 | / | 5
CC(=O)Nc1sc2c(c1C(=O)N1CCOCC1)CCCCC2
 : 26 | -7 | -33 | -33
O=C(NCCc1ccccc1)C(=O)NCC1(c2ccccc2)CCCC1
 : 29 | 9 | -14 | -14
O=C(O)C1C2C=CC(C2)C1C(=O)N1CCc2ccccc21 (configuration not stated)
 : -30 | 8 | -3 | -3
CC(=O)N1CCc2cc(S(=O)(=O)CCC(=O)N3CCN(c4ccccn4)CC3)ccc21
 : -28 | 10 | 4 | 4
COCCCNc1nc(=S)[nH]c2cc(OC)c(OC)cc12
 : -4 | 11 | 7 | 7
Brc1cccc(CN2CCCCCCC2)c1
 : 17 | 5 | 5 | 5
CC1CN(c2ccccc2)C(=O)CS1 (configuration not stated)
 : 18 | 3 | 4 | 4
O=C1c2ccccc2NC(c2ccccc2)N1c1ccc(O)cc1 (configuration not stated)
 : 12 | 7 | -5 | -5
CCOC(=O)c1sc(NC(=O)CSc2nnc(C(C)C)n2C)nc1C
 : 0 | -12 | / | 0
CCN(CC)CCCNC(=O)c1cc(-c2cccc(Cl)c2)on1
 : 22 | 7 | -13 | -13
CCn1c(SCC(=O)Nc2sc3c(c2C(N)=O)CCC(C)C3)nnc1-c1ccco1 (configuration not stated)
 : 23 | 14 | -48 | -48
Cc1ccc(N(CC(=O)Nc2ccc3c(c2)OCCO3)S(=O)(=O)c2c(C)n[nH]c2C)cc1
 : 9 | 6 | -23 | -23
CCCN(C(=O)c1cccs1)c1nnc(-c2ccncc2)s1
 : 32 | / | / | /
COc1ccc(CC(=O)Nc2ccc(S(=O)(=O)Nc3nc(C)cc(C)n3)cc2)cc1
 : / | 3 | / | 17
COc1ccc2nc(Nc3ccc4c(c3)OCO4)sc2c1
 : -8 | -41 | -29 | -29
CC1CCOC2(O1)C(=O)N(CN1CCN(c3ccccc3F)CC1)c1ccccc12 (configuration not stated)
 : 10 | 27 | 14 | 14
Cc1ccc(C(c2sc3nc(C)nn3c2O)N2CCN(C(=O)c3ccco3)CC2)cc1 (configuration not stated)
 : -15 | -4 | -3 | -3
O=C(c1ccc([N+](=O)[O-])cc1)N(Cc1ccc(Br)cc1)N1C(=O)CCCC1=O
 : 6 | -14 | 2 | 2
CCOC(=O)c1cccnc1SCc1cc(=O)n2ccccc2n1
 : 5 | 14 | -3 | -3
CCCCn1nnnc1SCC(=O)c1ccc(C)c(C)c1
 : 9 | 15 | 4 | 4
O=C(C1CCN(C2CC(=O)N(c3cccc(Cl)c3)C2=O)CC1)N1CCCCCC1 (configuration not stated)
 : / | 3 | / | 0
Nc1nc(CSc2n[nH]c(-c3ccccc3)n2)nc(Nc2ccccc2)n1
 : 14 | / | / | /
COCCN(CCOC)C(=O)c1cc2c(=O)n3ccccc3nc2s1
 : 8 | 10 | -7 | -7
O=C(O)c1ccc(N2CCCCCC2)c(N2C(=O)c3ccccc3C2=O)c1
 : 15 | 18 | 11 | 11
CS(=O)(=O)N1CCCC(C(=O)NCCCN2CCN(Cc3ccccc3)CC2)C1 (configuration not stated)
 : 3 | -2 | -3 | -3
CCCN1C(=O)NC2(O)C(=O)c3ccccc3C12O (configuration not stated)
 : 22 | -5 | 2 | 2
CC1Cc2cc(/C(O)=C3/C(=O)C(=O)N(CCCN(C)C)C3c3ccncc3)ccc2O1 (configuration not stated)
 : / | -3 | / | 0
O=C(OCC(F)(F)C(F)F)c1ccccc1C(=O)Oc1ccc(F)cc1F
 : 17 | 17 | -18 | -18
CCOC(=O)C1CCCN(C(=O)CCC(=O)Nc2ccc3nc(N4CCOCC4)cc(C)c3c2)C1 (configuration not stated)
 : 11 | -6 | -7 | -7

Complete entries from above. Order of screens: eIF2B yeast act, Yeast growth tox, eIF2B yeast act mutant toxicity, Yeast growth tox inhibition %
Results for Cc1ccc(N2C(=O)CC(Sc3ncn[nH]3)C2=O)cc1C (configuration not stated) → 8, ?, 52, /
Results for Brc1cccc(CN2CCCCCCC2)c1 → 17, 5, 5, 5
